EPAC1 antagonist = blocks human EPAC1 exchange factor; EPAC1 GEF assay, Rap1b-BODIPY-GDP exchange fluorescence; actives 0.14% (n = 360,000); Potency, µM (series often up to 115 µM), for the others: at the highest dose activity change, negative = inhibition, usual class: inhibitors;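 also: potency is read from the fitted curve at half-maximal effect; plate controls were vehicle for no effect and positive control for full effect; nearly all actives have a fitted effect of over 50% in size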
PLK1 PBD inh = inhibitors of human PLK1 polo-box domain binding; AID 720504; Potency, µM, without a hit: max response, negative = inhibition, actives largely listed as inhibitors; Plk1 PBD binding of FITC phosphopeptide, fluorescence polarization; P53350; actives 2.8% (n = 360,000); also: potency is read from the fitted curve at half-maximal effect; series mostly up to about 57 µM; % is scaled to controls: 0 for no effect and ±100 for the full control effect; nearly all actives have a fitted effect of over 65% in size
Target sequence (P53350 whole entry, looked up, the tested form may be a part): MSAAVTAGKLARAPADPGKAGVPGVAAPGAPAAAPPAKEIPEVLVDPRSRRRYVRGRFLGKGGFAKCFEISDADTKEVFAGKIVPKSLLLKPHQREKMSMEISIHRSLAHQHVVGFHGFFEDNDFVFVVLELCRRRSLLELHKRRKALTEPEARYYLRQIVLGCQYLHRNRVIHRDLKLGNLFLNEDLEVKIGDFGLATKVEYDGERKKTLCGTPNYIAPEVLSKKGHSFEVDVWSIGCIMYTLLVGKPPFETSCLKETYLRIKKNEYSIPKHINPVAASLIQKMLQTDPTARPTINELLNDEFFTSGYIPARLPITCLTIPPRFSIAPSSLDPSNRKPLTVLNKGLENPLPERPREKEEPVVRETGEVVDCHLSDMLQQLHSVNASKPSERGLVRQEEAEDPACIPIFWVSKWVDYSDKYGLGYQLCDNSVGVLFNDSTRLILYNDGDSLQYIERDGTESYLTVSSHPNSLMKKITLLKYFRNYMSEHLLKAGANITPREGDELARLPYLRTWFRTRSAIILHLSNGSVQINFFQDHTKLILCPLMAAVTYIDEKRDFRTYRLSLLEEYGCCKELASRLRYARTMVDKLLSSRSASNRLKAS
WRN helicase inh = inhibitors of human WRN helicase; actives 0.46% (n = 360,000); WRN helicase unwinding, fluorescent forked duplex, kinetic; Potency, µM (titrated, usually from 114 µM), inactives show top-dose activity change, negative = inhibition, usual class: inhibitors; Q14191; AID 651768; also: potency is read from the fitted curve at half-maximal effect; % is scaled to controls: 0 for no effect and ±100 for the full control effect; nearly all actives have a fitted effect of over 55% in size
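WRN at 20 nM final preincubated with compound 15 min at room temperature; reaction started with 100 nM fluorophore/quencher forked duplex oligonucleotide and 2 mM ATP final. Unwinding followed kinetically by red fluorescence (ex 525, em 598 nm).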
IL2 activator = activates IL-2 in a cell-based reporter assay. activation, % (series mostly up to about 46 µM). IL-2 activation reporter assay, cell-based qHTS; stimulated with anti-CD3/CD4/CD28 beads; in transgenic mouse T cells. actives 0.065% (n = 360,000); in the data active = activation above about 50%; inconclusive = mostly about 30% to 49%; also: 0% is about no effect
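Readout is EGFP and DsRed signal by fluorescent plate cytometry after 18 h at 37 degrees C. Transgenic mouse T cells (750/well) received compound for 60 min before bead stimulation (anti-CD3, anti-CD4, anti-CD28); memory T cells served as non-tolerant control.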
aSyn yeast inh = alpha-synuclein toxicity inhibition in yeast. actives 0.14% (n = 370,000). AID 652106. Yeast expressing alpha-synuclein, growth rescue, BacTiter-Glo, 24 h. Potency, µM (series often up to 46.1 µM), without a hit: top-dose growth rescue (activation), usual class: activators; also: potency is read from the fitted curve at half-maximal effect; % of control where 0% means no effect; nearly all actives have a fitted effect of over 65% in size
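Screening used galactose-induced yeast with toxic alpha-synuclein levels, exposed to compound for 24 hr at 30 deg C. Cell growth, read with BacTiter-Glo luminescence, gave the measured signal.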
Abeta yeast res = A-beta toxicity reversal in yeast; yeast expressing A-beta42, growth rescue, OD600, 48 h; response scale: 0% DMSO, 100% iron-clioquinol control; actives 0.063% (n = 410,000); Potency, µM (series often up to 46.1 µM), for the others: top-dose growth rescue, most hits filed as activators; also: potency is read from the fitted curve at half-maximal effect; nearly all actives have a fitted effect of over 55% in size
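Growth rescue measured by 600 nm absorbance after 48 h yeast culture at 30 C with compound. Values normalized between DMSO and an equimolar ferric chloride plus clioquinol control.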
EPAC1 agonist = agonists of human EPAC1; EPAC1 agonist qHTS, biochemical assay; response scale: 100% = response to 6.5 mM cAMP; Potency, µM (doses to about 154 µM), for the others: at the top dose activation, most hits filed as activators; actives 0.073% (n = 360,000); also: potency is read from the fitted curve at half-maximal effect; nearly all actives have a fitted effect of over 60% in size
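Nucleotide exchange assay: 100 nM EPAC1 with 250 nM Rap1B loaded with BODIPY-GDP and 50 uM GDP, room temperature. Fluorescence (480/540 nm) read every 5 min for 30 min; signal change normalized to 6.5 mM cAMP as full agonist.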
FUS suppressor = FUS proteinopathy suppression in yeast; S. cerevisiae FUS-expressing, growth rescue, OD600, 24 h; Potency, µM (doses to about 76.6 µM), without a hit: at the top dose growth rescue (activation), actives largely listed as activators; actives 0.24% (n = 390,000); AID 1347120;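 also: potency is read from the fitted curve at half-maximal effect; plate controls were DMSO vehicle for no effect and reference control for full effect; nearly all actives have a fitted effect of over 55% in size; some results filed as inactive show a strong effect at the top dose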
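Yeast FUS proteinopathy model; galactose-induced FUS (2%), starting OD 0.005. Cpds in dilution series, 24hr, 30C, 99% humidity. Abs 600 nm growth. Pos ctrl CP55940 (top 92uM final); neg ctrl DMSO.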
PI5P4K alpha inh = inhibitors of human PI5P4K alpha | P48426 | PI5P4Kalpha enzyme, ADP-Glo luminescence, 60 min; stronger effect = lower value | max response, % | actives 1.2% (n = 330,000); active = max response of -50% or lower; inconclusive = between -30% and -50%; inactive = -30% or higher; also: value at the top dose of about 77 µM; % is scaled to controls: 0 for no effect and ±100 for the full control effect
Target sequence (P48426 whole entry, looked up): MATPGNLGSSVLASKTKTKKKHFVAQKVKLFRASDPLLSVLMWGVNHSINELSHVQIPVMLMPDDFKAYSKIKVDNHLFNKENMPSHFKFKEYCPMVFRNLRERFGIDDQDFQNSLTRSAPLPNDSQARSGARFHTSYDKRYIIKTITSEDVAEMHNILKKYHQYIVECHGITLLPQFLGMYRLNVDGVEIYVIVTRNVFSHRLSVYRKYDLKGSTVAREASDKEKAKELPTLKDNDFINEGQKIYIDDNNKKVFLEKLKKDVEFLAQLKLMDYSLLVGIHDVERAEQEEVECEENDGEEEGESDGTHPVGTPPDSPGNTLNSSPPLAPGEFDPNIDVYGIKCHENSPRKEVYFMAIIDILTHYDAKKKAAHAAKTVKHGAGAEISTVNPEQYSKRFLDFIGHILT
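ADP-Glo luminescence end-point read after a 60 min room-temperature kinase reaction of PI5P4Kalpha plus substrate, initiated with ATP at 5 microM final. Buffer: 0.038 M HEPES pH 7.4, EGTA, 0.1% CHAPS, 5% DMSO.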
An asterisk follows results filed as active; [ ] = another dose, or the depositor's remark. Unless noted, calls follow the shape of the dose curve; as a rule, active = well fitted curve in the direction sought with a large enough effect; inconclusive = small, poorly fitted or top-dose-only effect, or another doubt; inactive = no such curve, though single readings can be large; an effect the other way counts as inactive or inconclusive. Rows are unselected, and some 4.1% of all compounds hit somewhere here.

Screening O=C(Nc1ccccc1)OCCCCCOC(=O)Nc1ccccc1 returned EPAC1 antagonist 19%, PLK1 PBD inh -17%, WRN helicase inh 3%, IL2 activator 0.1, aSyn yeast inh -1%, Abeta yeast res 16%, EPAC1 agonist 16%, FUS suppressor -5% and PI5P4K alpha inh 0.
For O=C1CSCN1c1cc(Cl)ccc1Cl the results were EPAC1 antagonist 4%, PLK1 PBD inh -5%, WRN helicase inh -4%, IL2 activator 1.1, aSyn yeast inh 1%, Abeta yeast res -1%, EPAC1 agonist -14%, FUS suppressor -4% and PI5P4K alpha inh -2.
`COCCCNC(=O)C[C@H]1C[C@H](C(=O)N2CCCCC2)[C@@]2(C)c3[nH]c4cc(-c5ccco5)ccc4c3CCN2C1=O` gave EPAC1 antagonist -4%, PLK1 PBD inh inconclusive, WRN helicase inh 5%, IL2 activator -0.2, aSyn yeast inh 3%, Abeta yeast res -6%, EPAC1 agonist -16%, FUS suppressor 29% and PI5P4K alpha inh -18.
`Clc1ccc(-c2cc(CN3CCCCC3)no2)cc1Cl` gave EPAC1 antagonist 4%, PLK1 PBD inh -5%, WRN helicase inh 3%, IL2 activator -0.1, aSyn yeast inh -1%, Abeta yeast res -11%, EPAC1 agonist 10%, FUS suppressor 5% and PI5P4K alpha inh 4.
COCC(C)n1c(C)cc(C(=O)COC(=O)/C=C/c2cccc(F)c2)c1C (stereo unspecified) was read as EPAC1 antagonist -5%, PLK1 PBD inh -2%, WRN helicase inh 6%, IL2 activator -3.7, aSyn yeast inh 11%, Abeta yeast res 5%, EPAC1 agonist -4%, FUS suppressor -1% and PI5P4K alpha inh -12.
Screening C=CCNC(=O)/C(C#N)=C/c1c(N(Cc2ccccc2)Cc2ccccc2)nc2ccccn2c1=O returned EPAC1 antagonist -3%, PLK1 PBD inh -11%, WRN helicase inh 3%, IL2 activator -0.8, aSyn yeast inh 4%, Abeta yeast res 7%, EPAC1 agonist 9%, FUS suppressor inconclusive and PI5P4K alpha inh -2.
Screening CCn1ncc(S(=O)(=O)NCc2ccccc2Cl)c1C returned EPAC1 antagonist 5%, PLK1 PBD inh -9%, WRN helicase inh 3%, IL2 activator -1.8, aSyn yeast inh -3%, Abeta yeast res -14%, EPAC1 agonist 5%, FUS suppressor 0% and PI5P4K alpha inh -7.
`COc1ccc(C(=O)CC(SCC(NC(C)=O)C(=O)O)c2ccc(Cl)cc2)cc1OC` (stereo unspecified) gave EPAC1 antagonist -12%, PLK1 PBD inh -6%, WRN helicase inh -11%, IL2 activator -0.7, aSyn yeast inh -15%, Abeta yeast res -17%, EPAC1 agonist 11%, FUS suppressor 2% and PI5P4K alpha inh 4.
CCC(CC)C(=O)Nc1cccc(C(=O)Nc2nccs2)c1 was read as EPAC1 antagonist -29%, PLK1 PBD inh 0%, WRN helicase inh -4%, IL2 activator 1.9, Abeta yeast res 6%, EPAC1 agonist 0%, FUS suppressor 5% and PI5P4K alpha inh 5.
For Cc1cc(C(=O)CSc2nnc(-c3ccc(F)cc3)o2)c(C)n1CC1COc2ccccc2O1 (stereo unspecified) the results were EPAC1 antagonist -17%, PLK1 PBD inh 0%, WRN helicase inh -5%, IL2 activator 0.8, aSyn yeast inh 1%, Abeta yeast res 8%, EPAC1 agonist -8%, FUS suppressor 28% and PI5P4K alpha inh 8.
COC(=O)c1c(NC(=O)c2ccco2)sc2c1CCN(C(C)=O)C2 was read as EPAC1 antagonist 4%, PLK1 PBD inh -11%, WRN helicase inh -25%, IL2 activator -0.9, aSyn yeast inh 6%, Abeta yeast res -37%[inhibitor], EPAC1 agonist -15%, FUS suppressor 5% and PI5P4K alpha inh -7.
Cc1ccc(S(=O)(=O)NCCC(=O)Nc2cc(F)ccc2C)cc1C was read as EPAC1 antagonist -2%, PLK1 PBD inh -12%, WRN helicase inh 1%, IL2 activator 1.1, aSyn yeast inh -1%, Abeta yeast res -17%, EPAC1 agonist 3%, FUS suppressor 32% and PI5P4K alpha inh 18.
CN(C)c1oc(-c2ccccc2Cl)nc1C#N was read as EPAC1 antagonist 3%, PLK1 PBD inh -8%, WRN helicase inh -5%, IL2 activator -0.5, aSyn yeast inh 0%, Abeta yeast res -7%, EPAC1 agonist -3% and PI5P4K alpha inh 8.
For CC(=O)Nc1ccc(S(=O)(=O)N2CCN(C(=O)c3ncoc3-c3ccccc3C)CC2)cc1 the results were EPAC1 antagonist -18%, PLK1 PBD inh -15%, WRN helicase inh 12%, IL2 activator 1.0, aSyn yeast inh -2%, Abeta yeast res -22%, EPAC1 agonist 5%, FUS suppressor 7% and PI5P4K alpha inh -10.
For c1ccc2c(c1)nc(Nc1ccc3c(c1)OCO3)c1nnnn12 the results were EPAC1 antagonist -9%, PLK1 PBD inh -2%, WRN helicase inh -8%, IL2 activator -0.1, aSyn yeast inh -7%, Abeta yeast res -17%, EPAC1 agonist -11%, FUS suppressor 1% and PI5P4K alpha inh -10.
Screening CN(C)S(=O)(=O)c1cccc(NC(=O)CCSc2ccc(Cl)cc2)c1 returned EPAC1 antagonist -14%, PLK1 PBD inh -2%, WRN helicase inh -12%, IL2 activator -0.2, aSyn yeast inh 8%, Abeta yeast res 4%, EPAC1 agonist 14% and PI5P4K alpha inh 14.
CCCNC(=O)c1nc2ncc(Br)cn2n1 was read as EPAC1 antagonist 2%, PLK1 PBD inh inconclusive, WRN helicase inh -12%, IL2 activator -1.2, aSyn yeast inh -3%, Abeta yeast res -9%, EPAC1 agonist 0%, FUS suppressor 29% and PI5P4K alpha inh -3.
Screening Cc1cc(C)n(Cc2cccc(C(=O)N/N=C/c3ccncc3)c2)n1 returned EPAC1 antagonist -2%, PLK1 PBD inh -4%, WRN helicase inh -2%, IL2 activator -2.4, aSyn yeast inh -5%, Abeta yeast res 7%, EPAC1 agonist 6%, FUS suppressor 11% and PI5P4K alpha inh -1.
O=[N+]([O-])c1cccnc1C1OCCO1 was read as EPAC1 antagonist 16%, PLK1 PBD inh -2%, WRN helicase inh -4%, IL2 activator 2.6, aSyn yeast inh 7%, Abeta yeast res 2%, EPAC1 agonist 6%, FUS suppressor -33% and PI5P4K alpha inh 1.
Screening Cc1cccc2c(-c3ccccc3)cc(=O)[nH]c12 returned EPAC1 antagonist -11%, PLK1 PBD inh -1%, WRN helicase inh 2%, IL2 activator 0.3, aSyn yeast inh 1%, Abeta yeast res 3%, EPAC1 agonist -12%, FUS suppressor 18% and PI5P4K alpha inh -7.
Screening Cc1cccn2c(=O)c3cc(C#N)c(=NC(=O)c4ccco4)n(Cc4ccco4)c3nc12 returned EPAC1 antagonist -9%, PLK1 PBD inh -14%, WRN helicase inh -29%[57.1 µM], IL2 activator 3.9, aSyn yeast inh -2%, Abeta yeast res 1%, EPAC1 agonist -7%, FUS suppressor 32% and PI5P4K alpha inh inconclusive.
Screening Cc1cc(-c2nsc(=O)o2)c(S(C)(=O)=O)s1 returned EPAC1 antagonist 2%, PLK1 PBD inh 3.8µM*, WRN helicase inh -15%, IL2 activator 1.2, Abeta yeast res 3%, EPAC1 agonist 3%, FUS suppressor -8% and PI5P4K alpha inh inconclusive.
`COc1ccccc1-c1c(C(F)(F)F)oc2cc(OC(=O)c3cccc([N+](=O)[O-])c3C)ccc2c1=O` gave EPAC1 antagonist 6%, PLK1 PBD inh 1%, WRN helicase inh 0%, IL2 activator -3.1, aSyn yeast inh 6%, Abeta yeast res 0%, EPAC1 agonist 3% and FUS suppressor 11%.
Screening COc1cc(NC(=O)C(=O)NCCN(C)C)c(OC)cc1Cl returned EPAC1 antagonist 8%, PLK1 PBD inh -14%, WRN helicase inh 11%, IL2 activator -0.2, aSyn yeast inh -4%, Abeta yeast res -3%, EPAC1 agonist 6%, FUS suppressor 21% and PI5P4K alpha inh -6.
`COc1cc(/C=N/NC(=O)CCOc2ccccc2C)cc(Br)c1O` gave EPAC1 antagonist -6%, PLK1 PBD inh -18%, WRN helicase inh -2%[57.1 µM], IL2 activator -0.2, aSyn yeast inh -6%, Abeta yeast res 9%, EPAC1 agonist -3%, FUS suppressor -17% and PI5P4K alpha inh -12.
`COc1ccc(OCC(NS(=O)(=O)c2ccc(-n3cnnn3)cc2)C(C)C)cc1` (stereo unspecified) gave EPAC1 antagonist 8%, PLK1 PBD inh -14%, WRN helicase inh -7%, IL2 activator -2.9, aSyn yeast inh -3%, Abeta yeast res -13%, EPAC1 agonist 6%, FUS suppressor 27% and PI5P4K alpha inh 6.
For O=C(CSc1nnc2ccccn12)NNC(=O)c1ccccc1 the results were EPAC1 antagonist 7%, PLK1 PBD inh 1%, WRN helicase inh -5%, IL2 activator -0.5, aSyn yeast inh 1%, Abeta yeast res 0%, EPAC1 agonist 1%, FUS suppressor -32% and PI5P4K alpha inh 6.
CC1(C)CC(=O)C(C=NCCN2CCN(C3CC(=O)N(c4ccc(F)cc4)C3=O)CC2)=C(O)C1 (stereo unspecified) was read as EPAC1 antagonist -7%, PLK1 PBD inh -8%, WRN helicase inh -8%, IL2 activator 0.7, aSyn yeast inh 2%, Abeta yeast res 5%, EPAC1 agonist 8%, FUS suppressor 9% and PI5P4K alpha inh 0.

Among those listed so far, two have two or more sulfur atoms:
Screening CN(C)S(=O)(=O)c1cccc(NC(=O)CCSc2ccc(Cl)cc2)c1 returned EPAC1 antagonist -14%, PLK1 PBD inh -2%, WRN helicase inh -12%, IL2 activator -0.2, aSyn yeast inh 8%, Abeta yeast res 4%, EPAC1 agonist 14% and PI5P4K alpha inh 14.
Screening Cc1cc(-c2nsc(=O)o2)c(S(C)(=O)=O)s1 returned EPAC1 antagonist 2%, PLK1 PBD inh 3.8µM*, WRN helicase inh -15%, IL2 activator 1.2, Abeta yeast res 3%, EPAC1 agonist 3%, FUS suppressor -8% and PI5P4K alpha inh inconclusive.
